Rac1 GTP hydrolysis: MgcRacGAP GTPase-activating activity inhibitors, confirmation, biochemical, ADP Hunter fluorescence | 0.6% of 340,000 active | MgcRacGAP-stimulated Rac1 GTP hydrolysis, ADP Hunter fluorescence; higher % means a stronger effect; GST-tagged Rac1 F28L mutant substrate | one-dose inhibition, % at 30 µM; IC50 in µM for titrated hits;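 active = first-screen hits whose inhibition reached a set limit at any dose in the follow-up dose series; inconclusive = inhibition above the set first-screen limit but never retested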;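 note: fluorescence reports GDP produced by GAP-driven GTP hydrolysis; strong numbers were not always called active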
SV40 large T antigen: SV40 large T antigen inhibitors, biochemical (AID 1903); SV40 large T antigen ATPase/helicase inhibition assay; higher % means a stronger effect; inhibition, % at 20 µM, or IC50 in µM where a hit was titrated; 0.39% of 310,000 active; in the data active = a potency from the dose series; inconclusive = inhibition mostly from about 32% at the one dose, without a potency; inactive = the rest, 99 in 100 with inhibition below about 32%; note: strong numbers were not always called active
GPR35 antagonists: inhibition of zaprinast-stimulated GPR35 beta-arrestin translocation – imaging, U2OS, beta-arrestin-GFP, zaprinast agonist, primary screen (AID 2058); U2OS GPR35 beta-arrestin-GFP translocation imaging, zaprinast antagonism; higher % means a stronger effect; 0.052% of 290,000 active; inhibition, % at 10 µM; hits with a dose series show IC50 in µM;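 active = inhibition of at least 50% with at least 30 cells and total cytoplasm GFP at most 10,000,000; inconclusive = under 30 cells or total GFP of 10,000,000 plus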
AID2073: disruptors of CaV2.2 binding to Mint1 – biochemical, HTRF (AID 2073) | HTRF protein-protein interaction, Mint1-CaV2.2; higher % means a stronger effect | inhibition, % at 20 µM, or IC50 in µM where a hit was titrated | 0.19% of 290,000 active; in the data active = inhibition mostly above about 51%, no sharp cut-off; inconclusive = no clear call, values can overlap the other calls; inactive = mostly below about 53%; note: some results filed as inactive read as strong as hits
GPR55 activation: GPR55 agonists via beta-arrestin recruitment, primary screen, imaging, U2OS cells, beta-arrestin-GFP redistribution (AID 1961); U2OS GPR55 beta-arrestin-GFP redistribution imaging; higher % means a stronger effect; activation, % at 10 µM; hits with a dose series show EC50 in µM; 0.048% of 290,000 active;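 active = activation above 40% with more than 50 cells counted in the well; inconclusive = wells holding fewer than 50 cells, flagged as toxic or sparse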;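 note: U2OS osteosarcoma cells stably expressing GPR55 and beta-arrestin-GFP; plate controls were DMSO negative control for no effect and LPI positive control for full effect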
GPR55 LPI antagonism: GPR55 antagonists blocking LPI-driven arrestin recruitment, primary screen, imaging, U2OS, beta-arrestin-GFP, LPI agonist (AID 2013); U2OS GPR55 beta-arrestin-GFP translocation imaging, LPI antagonism; higher % means a stronger effect; one-dose inhibition, % at 10 µM; IC50 in µM for titrated hits; 0.13% of 290,000 active;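 active = spots per cell inhibited over 60%, with over 100 cells counted and total cytoplasm intensity under 500,000; inconclusive = wells with under 100 cells, flagged as likely toxic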;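 note: U2OS cells stably carrying GPR55 and arrestin-GFP stimulated by 5 µM LPI near EC80; imaged beta-arrestin-GFP aggregate spots per cell after agonist stimulation; plate controls were LPI-stimulated DMSO wells for no effect and DMSO wells without LPI for full effect; some results filed as inactive read as strong as hits; confirmed hits need IC50 under 10 µM and bright autofluorescent wells are also inconclusive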
Yfh1-off respiration: mitochondrial function rescue without frataxin homolog – Friedreich's ataxia, plus single-dose screen, dose response (AID 1465) | one-dose fold induction at 50 µM; EC50 in µM for titrated hits | S. cerevisiae Yfh1-off respiration, WST-1 reduction, 72 h; higher fold induction means a stronger effect | 0.074% of 220,000 active;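 active = fold induction of absorbance versus untreated yeast above a set limit, then at least 30% activation at any dose in follow-up; inconclusive = repeats straddling the limit, or above it without dose testing; inactive = fold induction below the set limit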;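 note: activators that raise dye reduction in frataxin-depleted yeast; strong numbers were not always called active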
NS5 inhibitors: Dengue-2 NS5 methyltransferase inhibitors, primary screen, biochemical, confirmation dose response (AID 588689); 0.3% of 340,000 active; Dengue-2 NS5 methyltransferase capping enzyme assay, biochemical; higher % means a stronger effect; inhibition, % at 25 µM, or IC50 in µM where a hit was titrated; in the data active = a potency from the dose series; inconclusive = inhibition above about 29% without an active follow-up result
NTR1 agonist: agonists of NTR1, primary screen, imaging, U2OS cells, beta-arrestin-GFP, high content (AID 493036); NTR1-U2OS beta-arrestin-GFP spot imaging, agonist mode; activation, % at 20 µM; 0.17% of 330,000 active;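 active = activation at or above 40% of the spot to cytoplasm intensity ratio, with at least 20 cells analyzed; inconclusive = wells under 20 cells, flagged as cytotoxic or low count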;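 note: 0% = DMSO without peptide and 100% = 100 nM NTR1 peptide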
Target sequence (P30989 whole entry, looked up): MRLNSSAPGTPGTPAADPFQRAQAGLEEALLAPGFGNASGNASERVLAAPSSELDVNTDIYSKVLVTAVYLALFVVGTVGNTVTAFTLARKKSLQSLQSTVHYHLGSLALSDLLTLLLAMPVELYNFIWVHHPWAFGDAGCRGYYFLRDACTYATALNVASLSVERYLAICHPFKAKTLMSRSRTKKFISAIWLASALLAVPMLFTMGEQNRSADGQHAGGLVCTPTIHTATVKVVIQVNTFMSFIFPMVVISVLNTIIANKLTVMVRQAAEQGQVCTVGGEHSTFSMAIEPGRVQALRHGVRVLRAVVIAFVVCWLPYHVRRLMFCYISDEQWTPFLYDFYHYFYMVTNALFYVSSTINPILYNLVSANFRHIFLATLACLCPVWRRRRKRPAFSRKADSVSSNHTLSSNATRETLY
NTR1 agonist cell count 20 µM: recorded beside NTR1 agonist, whose call it bears; cell count; measured here: cell count, cytotoxicity flag
* marks the source's active call; other numbers are inactive results; i = inactive; ? = inconclusive; / = not tested or not shown.

The opening two compounds, to show the layout:
SMILES	Rac1 GTP hydrolysis	SV40 large T antigen	GPR35 antagonists	AID2073	GPR55 activation	GPR55 LPI antagonism	Yfh1-off respiration	NS5 inhibitors	NTR1 agonist	NTR1 agonist cell count 20 µM
CCOc1ccc(NC(=O)CN2CCc3ccccc3C2)cc1	0%	6%	11%	8%	-0.1%	48%	/	-2%	-0.8	54
C=CCn1c(=O)c(C(=O)Nc2cc(C)ccn2)c(O)c2ccccc21	10%	1%	-15%	12%	-0.2%	-3%	/	14%	3.5	53

The listing, previewed entries included:
SMILES	Rac1 GTP hydrolysis	SV40 large T antigen	GPR35 antagonists	AID2073	GPR55 activation	GPR55 LPI antagonism	Yfh1-off respiration	NS5 inhibitors	NTR1 agonist	NTR1 agonist cell count 20 µM
CCOc1ccc(NC(=O)CN2CCc3ccccc3C2)cc1	0%	6%	11%	8%	-0.1%	48%	/	-2%	-0.8	54
C=CCn1c(=O)c(C(=O)Nc2cc(C)ccn2)c(O)c2ccccc21	10%	1%	-15%	12%	-0.2%	-3%	/	14%	3.5	53
CCCc1nnc(SCC(=O)O)n1/N=C/c1ccc2c(c1)OCO2	5%	11%	7%	-17%	-0.1%	6%	i	2%	1.3	55
COc1cc(-c2cc(=O)c3c(O)c(OC)c(OC)cc3o2)cc(OC)c1O	9%	1%	-12%	15%	0.6%	-10%	i	-2%	-2.3	86
O=C(O)/C(=C\c1ccc(-c2ccc(F)cc2)o1)c1ccccc1	7%	7%	-2%	54%	0.6%	1%	i	0%	/	/
O=c1cc(-c2ccccc2)nc2nc(SCc3ccccc3)[nH]n12	8%	9%	8%	2%	-0.1%	6%	i	0%	0.4	96
Cc1cccc(C)c1N(Cc1ccccc1F)S(C)(=O)=O	/	25%	9%	6%	0.1%	2%	i	/	2.5	41
COc1ccc(C2CC(=O)c3cnc(NC(=O)c4cccc(OC)c4)nc3C2)cc1 (stereo unspecified)	9%	1%	1%	-12%	0.2%	15%	i	-4%	-0.8	92
CCOc1ccc(NC(C(=O)Nc2cccc(C(C)=O)c2)c2ccccc2)cc1 (stereo unspecified)	5%	-7%	16%	3%	0.0%	12%	i	-1%	1.8	64
CC(C)Cn1c(N)c(C(=O)COC(=O)c2cccc(F)c2)c(=O)n(C)c1=O	1%	4%	-2%	-5%	0.2%	6%	i	-18%	/	/
COc1ccccc1N1CCN(C(=O)c2cccc(Oc3ccccc3)c2)CC1	2%	5%	-16%	-12%	-0.3%	-3%	i	-11%	1.6	46
COC(=O)C1=C(C)N(C)C(=S)NC1c1ccccc1 (stereo unspecified)	4%	20%	15%	8%	-0.3%	-16%	i	-2%	-0.1	51
C=CCn1c(Oc2cccc(C)c2)nc2c1c(=O)n(C)c(=O)n2C	4%	6%	-5%	-5%	0.0%	14%	i	-5%	2.5	38
O=C(OCC(=O)C12CC3CC(CC(C3)C1)C2)c1cccnc1Cl	8%	10%	0%	0%	0.4%	9%	i	2%	1.2	69
CCOc1ccc(-n2cc(C(=O)Nc3cccc(Cl)c3)c3cc(OC)c(OC)cc3c2=O)cc1	5%	-5%	-2%	14%	-0.1%	12%	i	-10%	0.9	89
COc1ccccc1CNN	8%	3%	-24%	-10%	-0.2%	7%	i	-5%	-0.3	58
CC(NC(=O)c1ccccc1Cl)C1COc2ccccc2O1 (stereo unspecified)	5%	20%	5%	-2%	0.3%	5%	i	-2%	-1.6	63
O=C(O)C1CSC(c2coc3ccccc3c2=O)N1 (stereo unspecified)	8%	9%	-5%	-2%	0.4%	8%	i	-10%	0.5	26
Cn1c(CO)c(-c2ccccc2)c2cc([N+](=O)[O-])ccc21	7%	12%	13%	6%	-0.1%	0%	i	3%	7.0	78
COC(=O)c1cccc(C(=O)Oc2cccc(Br)c2)n1	7%	7%	7%	-2%	0.0%	-6%	i	-5%	0.1	86

Single entries from the results shown.
`COc1ccccc1N1CCN(C(=O)c2cccc(Oc3ccccc3)c2)CC1` in Rac1 GTP hydrolysis has 2%
`CC(NC(=O)c1ccccc1Cl)C1COc2ccccc2O1` (stereo unspecified) in NS5 inhibitors has -2%
`COc1ccccc1CNN` in NTR1 agonist has -0.3

Five of the entries above in order of the SV40 large T antigen value, smallest number first.
SMILES | SV40 large T antigen
CCOc1ccc(-n2cc(C(=O)Nc3cccc(Cl)c3)c3cc(OC)c(OC)cc3c2=O)cc1 | -5%
COc1ccccc1CNN | 3%
O=C(O)C1CSC(c2coc3ccccc3c2=O)N1 (stereo unspecified) | 9%
Cn1c(CO)c(-c2ccccc2)c2cc([N+](=O)[O-])ccc21 | 12%
CC(NC(=O)c1ccccc1Cl)C1COc2ccccc2O1 (stereo unspecified) | 20%

Three structures from above, ordered by molar mass, high to low.
SMILES	Rac1 GTP hydrolysis	SV40 large T antigen	GPR35 antagonists	AID2073	GPR55 activation	GPR55 LPI antagonism	Yfh1-off respiration	NS5 inhibitors	NTR1 agonist	NTR1 agonist cell count 20 µM
COc1ccccc1N1CCN(C(=O)c2cccc(Oc3ccccc3)c2)CC1	2%	5%	-16%	-12%	-0.3%	-3%	i	-11%	1.6	46
Cn1c(CO)c(-c2ccccc2)c2cc([N+](=O)[O-])ccc21	7%	12%	13%	6%	-0.1%	0%	i	3%	7.0	78
COc1ccccc1CNN	8%	3%	-24%	-10%	-0.2%	7%	i	-5%	-0.3	58

New compounds follow:
SMILES	Rac1 GTP hydrolysis	SV40 large T antigen	GPR35 antagonists	AID2073	GPR55 activation	GPR55 LPI antagonism	Yfh1-off respiration	NS5 inhibitors	NTR1 agonist	NTR1 agonist cell count 20 µM
O=C(NNC(=O)c1ccncc1)NC1CCCCC1	-6%	23%	-6%	?	0.5%	-2%	i	-13%	-0.6	42
COc1cc(C(=O)NC(=S)Nc2ccc([N+](=O)[O-])cc2C)cc(OC)c1OC	8%	16%	11%	-8%	-0.4%	8%	i	1%	5.8	41
Cc1c(C(Nc2ccccn2)c2ccc(Cl)cc2)c(=O)n(-c2ccccc2)n1C (stereo unspecified)	6%	4%	-9%	3%	-0.2%	-15%	i	-6%	0.0	85
CN1C(=O)NC(c2cccc(F)c2)C2=C1CC(C)(C)CC2=O (stereo unspecified)	/	7%	-4%	-2%	-0.1%	-5%	/	-5%	-0.3	82
COC(=O)NCC(c1ccco1)N1CCN(c2ccccc2)CC1 (stereo unspecified)	-9%	12%	-10%	0%	-0.3%	6%	i	-1%	-0.1	55
